Source: PubChem BioAssay (several laboratories)
HIF act: HIF pathway transcriptional activators, primary screen, cell-based, U2OS HRE-luciferase, luminescence | U2OS HRE-luciferase reporter; normalized: DMSO 0%, desferrioxamine 100% | activation, % at 7.5 µM (by protocol) | 300,000 tested, 0.32% active | AID 1910, 2009;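 active = mean activation of at least 10% of the iron chelator positive control signal, with at least half of replicates also reaching 10%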
GSK3B inh: human GSK3beta kinase inhibitors, primary screen, biochemical, cell-free homogeneous, HTS. 300,000 tested, 0.038% active. AID 2097, 2009. GST-GSK3beta kinase, ADP-Glo luminescence, 60 min; active compounds read low. Glycogen synthase kinase-3 beta (Homo sapiens), P49841. activity score (negative = inhibition), % at 10 µM;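 active = more than half of replicate wells score below -50%, meaning over 50% inhibition versus plate controls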;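 also: 0% = median DMSO wells and -100% = median GW8510 positive control wells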
Target sequence (P49841 whole entry, looked up): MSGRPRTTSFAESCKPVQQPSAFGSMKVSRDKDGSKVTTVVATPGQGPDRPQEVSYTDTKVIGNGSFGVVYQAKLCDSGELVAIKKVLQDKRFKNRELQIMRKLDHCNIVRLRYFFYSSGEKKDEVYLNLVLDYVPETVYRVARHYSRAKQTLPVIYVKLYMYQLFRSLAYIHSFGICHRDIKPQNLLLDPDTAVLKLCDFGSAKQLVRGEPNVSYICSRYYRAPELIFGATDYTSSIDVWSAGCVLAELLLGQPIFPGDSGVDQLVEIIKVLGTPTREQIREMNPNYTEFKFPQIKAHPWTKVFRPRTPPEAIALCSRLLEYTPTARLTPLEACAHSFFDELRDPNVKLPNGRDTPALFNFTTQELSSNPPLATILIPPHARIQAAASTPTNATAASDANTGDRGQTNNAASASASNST
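Test system: GST-fused GSK3beta enzyme, cell-free | Quantity: 1.6 ng GST-GSK3beta enzyme per well | Reagent: 25 µM ATP with peptide substrate | Schedule: 60 min enzyme reaction, room temperature | Signal: Luminescent ADP-Glo measurement of ADP formed | Read-out basis: Score relative to plate controls | Control set: DMSO and 20 µM GW8510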
HSF-1 act: HSF-1 activators, primary screen, NIH3T3-HGL cells, MG132 stress, luminescence, single point; activation, % at 9 µM; 300,000 tested, 1.7% active; NIH3T3-HGL HSF-1 luciferase reporter, 8 h; 100% = twice DMSO control signal; AID 504408, 2011;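 active = mean replicate activation of at least 50% with a set share of replicates each reaching 50%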;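 also: 0% = median of the neutral control wells and 100% = twice that signal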
HSP90 inh: HSP90 inhibitors, primary screen, cell lysate, luminescence; Heat shock protein HSP 90 (rabbit reticulocyte lysate; luciferase refolding); Rabbit reticulocyte lysate, luciferase refolding luminescence, 3 h; inhibition, % at 5.6 µM; 290,000 tested, 0.91% active;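 active = inhibition above the screen-wide mean plus 3 SD, computed separately per campaign, cut at about 16% in these data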;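 also: 0% = DMSO wells and 100% = 60 µM geldanamycin wells; inhibitors lower the luminescence because luciferase stays unfolded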
aSyn 5UTR inh: MLPCN primary screen, SNCA 5' untranslated region. alpha-synuclein 5'UTR reporter, inhibitor activity. inhibition, % (tested at 7.5 µM). 300,000 tested, 0.82% active; in the data active = inhibition above about 60%;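 also: H4 neuroglioblastoma cells stably carrying SNCA 5'UTR luciferase fusion; 0% = DMSO wells and 100% = positive control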
KLF5 inhibitor: KLF5 expression inhibitors, primary screen, DLD-1 cells, luminescence | inhibition, % at 5 µM | 290,000 tested, 0.23% active | AID 1700, 2009 | DLD-1 KLF5 promoter-luciferase reporter;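 active = inhibition above a per-plate limit of that plate's mean compound inhibition plus 3 SD, cut at about 60% in these data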;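 also: 0% = DMSO wells and 100% = LY294002 at 200 µM; higher means less KLF5 promoter-driven luciferase light; inactives centre near -14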
HSF1 inh: HSF1 inhibitors in luciferase reporter cells, primary screen, cell-based, NIH3T3, luminescence | 300,000 tested, 0.77% active | activity change, negative = inhibition, % at 7.5 µM (by protocol) | AID 2098, 2009 | NIH3T3-HGL HSE-luciferase, MG132-induced, luminescence 8 h; active compounds read low;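 active = more than half of replicate wells show activity change below -50%, luminescence cut by over half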;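 also: luciferase reports HSF-1 transcriptional activity via heat shock element; 0% = median of DMSO wells and -100% = zero luminescence signal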
GSK3 alpha inh: blockers of GSK3A enzyme activity – biochemical, luminescence, cell-free homogeneous, HTS, primary screen; Glycogen synthase kinase-3 alpha (Homo sapiens), P49840; GSK-3 alpha kinase, ADP-Glo luminescence, 60 min; inhibition, % at 10 µM; 320,000 tested, 0.1% active; AID 2650, 2010;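 in the data active = inhibition above about 50%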;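 also: GST-tagged GSK-3 alpha with peptide substrate and 25 µM ATP; 0% = DMSO neutral wells and 100% = GW8510 positive control wells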
Target sequence (P49840 whole entry, looked up): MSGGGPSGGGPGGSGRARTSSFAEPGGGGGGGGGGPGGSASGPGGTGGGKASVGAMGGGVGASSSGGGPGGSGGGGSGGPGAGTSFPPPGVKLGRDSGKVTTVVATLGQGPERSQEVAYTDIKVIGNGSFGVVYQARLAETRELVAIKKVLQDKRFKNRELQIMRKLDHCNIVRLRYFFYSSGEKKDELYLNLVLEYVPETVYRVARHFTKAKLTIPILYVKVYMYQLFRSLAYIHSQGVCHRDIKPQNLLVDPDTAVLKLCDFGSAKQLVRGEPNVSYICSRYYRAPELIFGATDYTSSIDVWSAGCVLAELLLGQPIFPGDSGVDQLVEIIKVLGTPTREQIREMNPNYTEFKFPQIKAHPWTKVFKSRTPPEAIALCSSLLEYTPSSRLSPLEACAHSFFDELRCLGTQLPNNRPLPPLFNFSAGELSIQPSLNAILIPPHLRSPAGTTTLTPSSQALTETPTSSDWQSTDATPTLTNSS
AI-2 QS mod: Vibrio harveyi AI-2 quorum sensing modulators, primary screen, JMH597 strain, luminescence/OD600 ratio | activity change, % at 7.5 µM | AID 2094, 2009 | 300,000 tested, 0.4% active | Vibrio harveyi JMH597 AI-2 luminescence/OD600 ratio, 9 h; active compounds read low; strain lacks LuxN and CqsS sensors; 0 = neutral-control median; in the data active = activity change below about -75%, passing the limit was not always enough;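 also: luminescence divided by OD600 gain over 9 h not by final OD600 alone; inactives centre near 13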
IEC-6 tox: cytotoxicity in IEC-6 intestinal epithelial cells, primary screen, cytotoxicity control for KLF5 inhibitor project, cell-based, luminescence. IEC-6 cytotoxicity, luminescence viability. inhibition, % at 5 µM. AID 1825, 2009. 290,000 tested, 0.78% active; in the data active = inhibition above about 22%;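 also: 0% = plate median of test compound wells and 100% = cytotoxic reference compound wells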
Active calls of the source: *; x = not tested or not shown.

1) CC(C)[C@H](NC(=O)N1CCn2c1nc1ccccc12)C(=O)NCCc1ccccc1
2) Cc1ccccc1/C=C/C(=O)NCC(=O)N1CCC(N(C)C2CCCCC2C)CC1 (stereo not drawn)
3) COCCNC(=O)C(c1ccc(C)cc1)N(C(=O)CCC(=O)Nc1ccccn1)c1cccc(C)c1 (stereo not drawn)
4) COC(=O)C1=C(C)N(CCc2ccc(OC)c(OC)c2)C(=O)/C1=C\c1ccc(O)cc1
5) Cc1c(/C=N/O)c2ccccn2c1C=O
6) CC(C)n1cc(NC(=O)c2cc(-c3ccccc3)on2)cn1
7) Nn1c(SC/C=C/c2ccccc2)nnc1-c1ccccn1
8) Cc1ccc(SCc2cc(=O)[nH]c(Nc3nc(C)c4cccc(C)c4n3)n2)cc1
assay / compound	1	2	3	4	5	6	7	8
HIF act	0.7	0.1	0.8	-0.3	0.2	3.9	0.8	-0.2
GSK3B inh	-2	2	1	1	0	0	0	3
HSF-1 act	47	11	3	6	-18	5	15	9
HSP90 inh	3	-3	3	-2	-2	3	1	2
aSyn 5UTR inh	-37	-7	10	-22	-3	-218	-31	-9
KLF5 inhibitor	-14	-28	-7	-11	0	-3	-6	-20
HSF1 inh	26	3	1	2	-15	1	9	3
GSK3 alpha inh	-2	-2	-1	0	0	0	-5	0
AI-2 QS mod	6	15	14	-7	12	6	-53	12
IEC-6 tox	-3	0	7	8	4	64*	7	5

9) Cc1cc(OCC(=O)Nc2ccccc2N2CCCC2)ccc1C(C)C
10) COc1cc(/C=N/Nc2nc3ccccc3[nH]c2=O)ccc1O
11) O=S(=O)(c1ccccc1)N1CCN=C1SCc1ccccc1
12) Cc1cc(Cl)ccc1OCc1cn2cccnc2n1
13) Cc1cccc(N2CCN(C(=O)c3ccc4c(c3)NC(=O)C(CSCc3ccc(F)cc3)N4)CC2C)c1 (stereo not drawn)
14) CCc1cc(=O)oc2cc(OCC(=O)NCCCN3CCCC3=O)c(Cl)cc12
15) CCN1C(=O)/C(=C2/C(=O)N3c4c(cc(OC(C)=O)cc42)C(C)=CC3(C)C)SC1=S
16) Nc1nonc1-n1nnc(C(=O)N/N=C/c2cccc(Cl)c2)c1CSc1ccc(Cl)cc1
assay / compound	9	10	11	12	13	14	15	16
HIF act	-0.1	0.1	0.0	4.2	1.7	0.6	-0.4	-0.9
GSK3B inh	1	-11	3	2	-3	-3	-5	-1
HSF-1 act	28	-28	22	94*	-6	23	20	-10
HSP90 inh	x	3	1	-5	4	-7	1	1
aSyn 5UTR inh	17	7	6	-124	11	13	0	-4
KLF5 inhibitor	x	-13	-41	-135	-13	0	-2	-36
HSF1 inh	7	-9	1	78	1	9	-6	6
GSK3 alpha inh	1	22	-1	x	-2	0	-2	-1
AI-2 QS mod	8	18	12	1	10	28	5	3
IEC-6 tox	x	9	0	-5	-6	2	0	0

Sorted by value in AI-2 QS mod (largest number first): 4 of the compounds above.
# | mol | GSK3B inh | HSF-1 act | HSP90 inh | aSyn 5UTR inh | KLF5 inhibitor | HSF1 inh | GSK3 alpha inh | AI-2 QS mod
10 | COc1cc(/C=N/Nc2nc3ccccc3[nH]c2=O)ccc1O | -11 | -28 | 3 | 7 | -13 | -9 | 22 | 18
15 | CCN1C(=O)/C(=C2/C(=O)N3c4c(cc(OC(C)=O)cc42)C(C)=CC3(C)C)SC1=S | -5 | 20 | 1 | 0 | -2 | -6 | -2 | 5
16 | Nc1nonc1-n1nnc(C(=O)N/N=C/c2cccc(Cl)c2)c1CSc1ccc(Cl)cc1 | -1 | -10 | 1 | -4 | -36 | 6 | -1 | 3
12 | Cc1cc(Cl)ccc1OCc1cn2cccnc2n1 | 2 | 94* | -5 | -124 | -135 | 78 | x | 1

(next part)
17) O=C(Nc1ncn[nH]1)c1ccccc1Br
18) CN(CC(=O)Nc1ccc(Cl)cc1)C(=O)c1cccc(S(=O)(=O)N(C)C)c1
19) COc1ccc(C(=O)Nc2cnc3ccccn3c2=O)cc1
20) O=C(Nc1ccc(S(=O)(=O)Nc2ccccc2F)cc1)N1CCCCC1
21) Cc1ccc(C(=O)C(OC(=O)CNC(=O)c2ccc(Cl)cc2)c2ccccc2)cc1 (stereo not drawn)
22) CN1C(=O)C(C)(C)c2cc(S(=O)(=O)N3CCCC(C(=O)Nc4ccc(Cl)cc4)C3)ccc21 (stereo not drawn)
23) CCC(=O)N1c2ccccc2-c2nnc(SC)nc2OC1c1ccc(N(C)C)cc1 (stereo not drawn)
24) Cc1ccc(C)c(S(=O)(=O)N2CCN(C(=O)Cc3ccsc3)CC2)c1
assay / compound	17	18	19	20	21	22	23	24
HIF act	0.4	-0.3	1.7	-0.1	-0.4	-0.7	0.0	-0.3
GSK3B inh	-1	-2	3	-2	1	2	1	-2
HSF-1 act	-2	1	6	-11	22	0	-8	-3
HSP90 inh	-1	-4	3	2	0	-6	-4	3
aSyn 5UTR inh	-17	12	-169	17	18	-1	2	7
KLF5 inhibitor	-12	-34	-124	-24	-30	-1	-7	-25
HSF1 inh	0	-9	16	-3	2	0	-3	0
GSK3 alpha inh	-3	x	0	-2	8	0	-2	-2
AI-2 QS mod	26	39	10	19	33	3	26	8
IEC-6 tox	-6	5	0	2	2	-11	-2	-5

25) O=C(O)c1cccc(CSc2nnc(-c3ccco3)o2)c1
26) Cc1cccc(C)c1N(C(=O)c1ccco1)C(C(=O)NC1CCCC1)c1ccncc1 (stereo not drawn)
27) Cc1c2ccccc2nc2c(F)c(NCCO)c(F)c(F)c12
28) O=C(CSc1nc(=O)n(CCCN2CCOCC2)c2c1CCCC2)Nc1cccc([N+](=O)[O-])c1
29) O=C(COc1ccccc1[N+](=O)[O-])N/N=C/c1cccs1
30) Cc1ccc(C(=O)NCCNc2ccc(Cl)cc2[N+](=O)[O-])o1
31) COc1ccc(C2CC(c3ccc(OC)c(OC)c3)=NN2C(=O)c2ccccc2)cc1 (stereo not drawn)
32) CN(C)/C=N/c1cc(=O)n(Cc2ccccc2)c(=O)n1C
assay / compound	25	26	27	28	29	30	31	32
HIF act	-0.5	-0.2	-0.4	-2.2	0.5	0.2	0.9	-1.5
GSK3B inh	2	-5	2	1	0	0	0	-1
HSF-1 act	-6	11	9	37	16	10	7	10
HSP90 inh	2	-3	1	x	-8	-2	0	-1
aSyn 5UTR inh	13	-7	-35	-24	-10	19	31	14
KLF5 inhibitor	-23	-19	-13	x	-31	-14	-3	-6
HSF1 inh	-11	10	0	14	7	4	4	7
GSK3 alpha inh	-3	2	x	-2	0	1	0	-4
AI-2 QS mod	43	2	-4	18	19	16	27	24
IEC-6 tox	-2	-3	-4	x	-5	-5	-6	0

33) COc1ccc(CNC(=O)c2onc(C)c2Cl)cc1
34) COc1cc(C2NC(=O)CCC2[N+](=O)[O-])cc(Br)c1OC (stereo not drawn)
35) COC(=O)c1cc(C#N)c(Oc2ccccc2)nc1C
36) COc1cc(-c2nc3cnccn3c2Nc2ccc3c(c2)OCCO3)ccc1O
37) CSc1ncccc1C(=O)OCC(=O)c1cccs1
38) COC(=O)CSc1nc(C)c(C(=O)Nc2ccccc2C)c(-c2ccc(Cl)cc2)c1C#N
39) CCc1cccc(C)c1NC(=O)CO/N=C(\C)c1cc2ccccc2o1
40) C/C(CC(=O)Nc1cccc(Cl)c1Cl)=N\NC(=O)c1ccccc1C
assay / compound	33	34	35	36	37	38	39	40
HIF act	-0.1	0.0	-0.1	-0.2	0.1	-0.3	-0.3	0.3
GSK3B inh	0	0	1	-1	-2	2	2	4
HSF-1 act	-3	-6	-7	5	-6	15	-3	2
HSP90 inh	-6	-1	2	-1	-5	0	4	-1
aSyn 5UTR inh	-18	16	-28	8	-3	9	-1	-28
KLF5 inhibitor	-10	-19	-13	-14	-8	-12	-14	5
HSF1 inh	0	-10	1	-7	3	2	9	14
GSK3 alpha inh	-1	-1	-2	-3	2	-1	-1	-2
AI-2 QS mod	-13	19	5	6	34	19	18	15
IEC-6 tox	-4	-5	5	7	4	-4	-6	-5

41) O=C(N/N=C/c1cccnc1)C(O)c1ccccc1 (stereo not drawn)
42) COc1ccc(N2C(=O)N3[C@H](c4ccc(Br)cc4)[C@@H]4C(=O)N(C(C)(C)C)C(=O)[C@@H]4[C@]3(Cc3ccccc3)C2=O)cc1
43) CCOc1cc(NC(=S)NCC2CCCO2)c(OCC)cc1NC(=O)CC (stereo not drawn)
44) CCn1c(=O)c([N+](=O)[O-])c(NCc2ccc3c(c2)OCO3)c2ccccc21
45) N#C/C(=C\c1cn[nH]c1-c1ccc(Cl)cc1)C(=O)NCc1ccccc1
46) CCCC(=O)Oc1ccc(N(C(=O)CCC)S(=O)(=O)c2cccc([N+](=O)[O-])c2)cc1
47) O=c1c2c([N+](=O)[O-])cc([N+](=O)[O-])cc2nc2ccccn12
48) CCCCn1c(N)c(N(CCOC)C(=O)c2cc3c(s2)CCCCC3)c(=O)[nH]c1=O
assay / compound	41	42	43	44	45	46	47	48
HIF act	-0.3	-0.7	-0.4	0.2	0.3	x	-1.4	0.3
GSK3B inh	1	-3	-1	0	-3	0	x	-2
HSF-1 act	0	-5	0	26	-17	x	15	16
HSP90 inh	0	-1	3	-2	5	1	3	x
aSyn 5UTR inh	4	12	15	-14	7	6	-17	-18
KLF5 inhibitor	0	-25	-33	9	-5	3	-11	x
HSF1 inh	-3	-1	3	4	-2	x	4	14
GSK3 alpha inh	-2	-1	2	-4	0	-2	3	0
AI-2 QS mod	-8	26	18	-5	-6	29	x	22
IEC-6 tox	1	-7	8	6	0	0	-14	x

49) COc1ccc(CN2CC(=O)N(c3ccc(C)c(C)c3)C2=S)cc1OC
50) O=C(/C=C/c1cccnc1)c1ccc(O)cc1
51) N#CCCN(Cc1cccnc1)C(=S)Nc1ccc(OC(F)F)cc1
52) O=c1[nH]n(Cc2ccccc2)c(=O)c2ccccc12
53) CCN1CCN(CCNC(=O)Nc2ccc([N+](=O)[O-])cc2)CC1
assay / compound	49	50	51	52	53
HIF act	-0.7	0.5	0.8	0.8	-0.2
GSK3B inh	2	2	1	5	-1
HSF-1 act	-14	8	-23	24	-17
HSP90 inh	1	3	-2	-2	0
aSyn 5UTR inh	50	-61	-7	-68	7
KLF5 inhibitor	-28	-9	-29	-6	-28
HSF1 inh	-15	6	-12	8	-2
GSK3 alpha inh	-2	-2	0	4	-1
AI-2 QS mod	17	-32	44	0	-13
IEC-6 tox	4	-5	-7	31*	-8
